LYPLA2 counter: counter-screen for PME1 inhibitors: inhibitors of human LYPLA2; O95372; 320,000 compounds, 0.38% hits; AID 2177; recombinant LYPLA2, FP-Rh probe fluorescence polarization; inhibition, % at 5.9 µM;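 active = inhibition above the screen-wide mean plus 3 SD, limit set per campaign, cut at about 26% in these data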;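 also: 0% = LYPLA2 with DMSO and 100% = wells lacking LYPLA2 enzyme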
Target sequence (O95372 whole entry, looked up): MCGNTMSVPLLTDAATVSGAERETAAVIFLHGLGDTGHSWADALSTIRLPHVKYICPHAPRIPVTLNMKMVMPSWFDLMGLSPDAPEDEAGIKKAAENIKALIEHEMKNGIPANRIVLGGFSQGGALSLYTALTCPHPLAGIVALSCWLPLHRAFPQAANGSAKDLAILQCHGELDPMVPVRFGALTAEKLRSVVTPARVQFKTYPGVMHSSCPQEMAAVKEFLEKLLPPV
GSTO1 inh: blocks human GSTO1 in RBBP9 counter-screen. recombinant GSTO1, activity-based probe fluorescence polarization. inhibition, % at 5.96 µM. AID 1974. P78417. 300,000 compounds, 1.1% hits;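 active = inhibition above the campaign mean inhibition plus 3 SD, cut at about 35% in these data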;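 also: 0% = GSTO1-1 with DMSO and 100% = wells lacking GSTO1-1 enzyme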
PME-1 primary: blocks human protein phosphatase methylesterase 1; recombinant PME-1, FP-Rh probe fluorescence polarization; 320,000 compounds, 0.53% hits; inhibition, % at 5.9 µM; AID 2130; Q9Y570;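 active = inhibition above the campaign mean of all compounds plus 3 SD, cut at about 26% in these data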;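 also: competitive labeling of PME-1 active site by serine hydrolase directed probe; 0% = PME-1 with DMSO and 100% = wells lacking PME-1 enzyme; inhibitors block probe labeling so polarization falls and inhibition rises; many of its hits are not listed in these tables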
PAFAH1B3 FP inh: blocks human PAF acetylhydrolase 1B catalytic subunit 3 | Q15102 | recombinant PAFAH1B3, FP-rhodamine probe, fluorescence polarization | inhibition, % at 3.39 µM | 340,000 compounds, 0.28% hits | AID 492972;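 active = inhibition above the screen-wide average of all tested compounds plus 3 SD, cut at about 25% in these data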;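 also: 0% = enzyme with DMSO only and 100% = wells lacking PAFAH1B3 protein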
PREPL inh: human PREPL enzyme inhibition; inhibition, % at 5.96 µM; Q4J6C6; 320,000 compounds, 0.68% hits; recombinant PREPL, fluorescence polarization activity-based probe; AID 2751; in the data active = inhibition above about 43%;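 also: 0% = enzyme with DMSO and 100% = wells lacking enzyme; many of its hits are not listed in these tables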
PAFAH1B2 inh: PAFAH1B2 (human) inhibition. P68402. recombinant PAFAH1B2, FP-rhodamine activity probe, fluorescence polarization. inhibition, % at 3.39 µM. 340,000 compounds, 1.2% hits. AID 492953;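 active = inhibition above the mean of all tested compounds plus 3 SD, cut at about 24% in these data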;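 also: 0% = enzyme with DMSO and 100% = wells lacking PAFAH1B2; many of its hits are not listed in these tables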
PAD4 inh: PAD4 (human) enzyme inhibition. Q9UM07. recombinant PAD4, RCA probe fluorescence polarization. inhibition, % at 6.36 µM. 330,000 compounds, 0.41% hits;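 active = percent inhibition above a cutoff equal to the mean of all tested compounds plus 3 SD, cut at about 15% in these data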;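 also: 0% = PAD4 with RCA probe and DMSO and 100% = probe without PAD4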
pPAFAH FP inh: pPAFAH (human) enzyme inhibition. AID 463082. inhibition, % at 3.39 µM. Q13093. 330,000 compounds, 1.5% hits. recombinant pPAFAH, FP-rhodamine probe fluorescence polarization;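 active = inhibition above the mean inhibition across the screen plus 3 SD, cut at about 25% in these data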;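 also: inhibitors block binding of the rhodamine activity-based probe so polarization drops; 0% = enzyme with DMSO and 100% = wells lacking pPAFAH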
Target sequence (Q13093 whole entry, looked up): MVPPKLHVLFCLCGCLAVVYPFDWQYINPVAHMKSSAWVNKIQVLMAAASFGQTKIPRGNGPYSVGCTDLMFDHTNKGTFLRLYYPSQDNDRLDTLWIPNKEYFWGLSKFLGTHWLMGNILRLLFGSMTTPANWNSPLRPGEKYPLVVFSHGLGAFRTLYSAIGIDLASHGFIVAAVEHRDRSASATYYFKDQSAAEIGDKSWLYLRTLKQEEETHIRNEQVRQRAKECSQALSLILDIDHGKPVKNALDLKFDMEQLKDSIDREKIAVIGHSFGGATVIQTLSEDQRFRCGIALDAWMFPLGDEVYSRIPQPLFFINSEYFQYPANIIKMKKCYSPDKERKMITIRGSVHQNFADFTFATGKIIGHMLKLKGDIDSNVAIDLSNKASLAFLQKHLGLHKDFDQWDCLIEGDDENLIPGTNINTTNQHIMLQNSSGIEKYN
LYPLA1 inh: LYPLA1 (human) inhibition in PME1 counter-screen; O75608; recombinant LYPLA1, FP-Rh probe fluorescence polarization; inhibition, % at 5.9 µM; 320,000 compounds, 0.16% hits; AID 2174;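 active = inhibition above the mean of all tested compounds plus 3 SD, set per campaign, cut at about 14% in these data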;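 also: inhibitors block serine hydrolase probe labeling of LYPLA1 so polarization falls; 0% = enzyme with DMSO and 100% = wells lacking LYPLA1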
Target sequence (O75608 whole entry, looked up): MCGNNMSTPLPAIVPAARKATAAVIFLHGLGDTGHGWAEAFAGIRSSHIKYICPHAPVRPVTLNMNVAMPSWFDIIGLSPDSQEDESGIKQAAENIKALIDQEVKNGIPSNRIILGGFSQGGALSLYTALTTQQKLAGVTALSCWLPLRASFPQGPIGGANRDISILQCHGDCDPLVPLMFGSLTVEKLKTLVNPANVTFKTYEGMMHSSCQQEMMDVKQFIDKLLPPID
Starred values were filed as active, the others as inactive; / = not tested or not shown. This is a subset; the hit share may differ from the screen's.

1. COc1ccc([N+](=O)[O-])cc1NC(=O)C(C)Sc1nc(-c2ccccc2)cs1 (stereo unspecified)
2. Cc1cc(NC(=O)CCC(=O)N(CC(=O)NC2CCCC2)Cc2ccc3c(c2)OCO3)no1
3. CN(C)S(=O)(=O)c1ccc(N2CCCC2)c(C(=O)N2CCN(S(=O)(=O)c3ccc(F)cc3)CC2)c1
4. COc1ccc(C(=O)Nc2cc([N+](=O)[O-])ccc2N2CCN(C)CC2)cc1
5. COc1ccc(NC(=O)c2cc(S(=O)(=O)N3CCc4ccccc43)cn2C)c(OC)c1
6. CCc1ccccc1NC(=O)CN(c1ccc(OC)cc1OC)S(=O)(=O)c1ccccc1
compound no.,1,2,3,4,5,6
LYPLA2 counter,-8,-1,3,4,5,-2
GSTO1 inh,5,-4,-7,0,-5,-5
PME-1 primary,-4,3,0,3,4,-6
PAFAH1B3 FP inh,2,4,8,11,-5,-3
PREPL inh,10,9,18,8,0,9
PAFAH1B2 inh,-4,3,-1,5,-4,4
PAD4 inh,0,-3,-1,3,-5,0
pPAFAH FP inh,3,3,0,4,3,7
LYPLA1 inh,-2,3,4,0,0,1

7. Cc1ccc(CNS(=O)(=O)c2ccc3c(c2)NC(=O)CO3)cc1
8. Cc1ccnc(SC2CC(=O)N(c3ccc([N+](=O)[O-])cc3)C2=O)n1 (stereo unspecified)
9. CCOc1ccccc1OCC(=O)Nc1c(C)n(C)n(-c2ccccc2)c1=O
10. CC(/C=C/C=C/c1ccccc1)=N/NC(=O)C(O)c1ccccc1 (stereo unspecified)
11. O=C(NCc1ccco1)c1ccc([N+](=O)[O-])o1
12. O=C(Nc1cccn2ncnc12)c1ccc(Cl)cc1Cl
compound no.,7,8,9,10,11,12
LYPLA2 counter,6,4,2,-5,-3,-8
GSTO1 inh,32,5,/,-1,9,-4
PME-1 primary,1,-2,3,2,6,-6
PAFAH1B3 FP inh,10,6,3,12,7,7
PREPL inh,-5,-2,15,-18,2,-4
PAFAH1B2 inh,26*,2,-2,5,2,1
PAD4 inh,-4,4,-2,0,-1,5
pPAFAH FP inh,3,1,-3,1,7,-4
LYPLA1 inh,1,2,0,-1,1,-4

Quoted from above: nos. 7 to 8
7. Cc1ccc(CNS(=O)(=O)c2ccc3c(c2)NC(=O)CO3)cc1
8. Cc1ccnc(SC2CC(=O)N(c3ccc([N+](=O)[O-])cc3)C2=O)n1 (stereo unspecified)
compound no.,7,8
LYPLA2 counter,6,4
GSTO1 inh,32,5
PME-1 primary,1,-2
PAFAH1B3 FP inh,10,6
PREPL inh,-5,-2
PAFAH1B2 inh,26*,2
PAD4 inh,-4,4
pPAFAH FP inh,3,1
LYPLA1 inh,1,2

(more compounds)
13. CCOC(=O)C1Cc2ccccc2CN1 (stereo unspecified)
14. O=C1CN(C(=O)COC(=O)c2ccc(Br)o2)c2ccccc2N1
15. O=C(CNS(=O)(=O)c1ccc(Br)cc1)NCc1cccnc1
16. CCCC(=O)Nc1nc2ccc(OCC)cc2s1
17. CCc1ccc(N2C(=O)C3C4CCC(C4=C(C)C)C3C2=O)cc1 (stereo unspecified)
18. CC(C)(C)C(=O)Nc1ccc(-c2cc3cc(Cl)ccc3o2)cc1
compound no.,13,14,15,16,17,18
LYPLA2 counter,-1,/,-6,-4,0,-4
GSTO1 inh,-3,/,-1,-6,5,3
PME-1 primary,-5,/,1,0,1,-2
PAFAH1B3 FP inh,4,-1,1,5,1,7
PREPL inh,11,-2,0,1,3,3
PAFAH1B2 inh,3,4,13,5,5,6
PAD4 inh,-3,0,8,-4,0,-2
pPAFAH FP inh,0,3,1,4,10,-2
LYPLA1 inh,3,/,1,-2,-2,0

19. CCCC1CCC(=C(C#N)C(N)=O)CC1 (stereo unspecified)
20. Cc1ccc(NCc2n[nH]c(=S)n2-c2ccccc2)cc1
21. COc1ccc(/C=N/NC(=O)CNC(=O)/C=C/c2ccccc2OC)cc1
22. Cc1ccc2c(c1)N(S(=O)(=O)c1cc(-c3onc(C)c3C)ccc1C)CCO2
23. COC(=O)c1ccc(NC(=O)CSc2nn3c(=O)c(C)nnc3s2)cc1
24. Cc1ccc(S(=O)(=O)N2CCCN(S(=O)(=O)c3ccc4c(c3)OCCO4)CC2)cc1
compound no.,19,20,21,22,23,24
LYPLA2 counter,5,-3,2,-8,-1,1
GSTO1 inh,-5,0,-3,4,20,0
PME-1 primary,0,7,0,-6,1,12
PAFAH1B3 FP inh,-2,2,2,0,1,3
PREPL inh,3,-2,-2,12,1,-1
PAFAH1B2 inh,-1,2,-1,0,3,3
PAD4 inh,-1,-1,0,6,2,0
pPAFAH FP inh,1,-7,0,-12,2,6
LYPLA1 inh,7,3,-1,-5,-1,2

Reformatted with tabs: part of the list above
nr	structure	LYPLA2 counter	GSTO1 inh	PME-1 primary	PAFAH1B3 FP inh	PREPL inh	PAFAH1B2 inh	PAD4 inh	pPAFAH FP inh	LYPLA1 inh
3	CN(C)S(=O)(=O)c1ccc(N2CCCC2)c(C(=O)N2CCN(S(=O)(=O)c3ccc(F)cc3)CC2)c1	3	-7	0	8	18	-1	-1	0	4
4	COc1ccc(C(=O)Nc2cc([N+](=O)[O-])ccc2N2CCN(C)CC2)cc1	4	0	3	11	8	5	3	4	0

The list goes on.
25. CC(C)CC(NC(=O)c1cccc(Cl)c1)C(=O)O (stereo unspecified)
26. O=C(Nc1ccccc1)NC1CC2CCC(C1)N2Cc1nnnn1Cc1ccc2c(c1)OCO2 (stereo unspecified)
27. CCCCCCN1C=C/C(=C\C=C(C#N)C#N)c2ccccc21
28. C/C(=N/NC(=O)CC(=O)N/N=C(\C)c1ccc([N+](=O)[O-])cc1)c1ccc([N+](=O)[O-])cc1
29. CC(=O)NC(Cc1ccccc1C)C(=O)NC1CCN(c2nnnn2-c2ccccc2)CC1 (stereo unspecified)
30. O=C(c1ccc(-n2cnnn2)cc1)N1CCOCC1
compound no.,25,26,27,28,29,30
LYPLA2 counter,-5,5,7,1,6,6
GSTO1 inh,-6,0,-6,2,-1,0
PME-1 primary,2,-6,-22,0,-1,-8
PAFAH1B3 FP inh,8,7,-9,-5,4,7
PREPL inh,-8,5,12,7,-4,2
PAFAH1B2 inh,10,0,-4,1,5,-1
PAD4 inh,-6,-2,-39,0,-3,3
pPAFAH FP inh,0,2,7,6,-2,-1
LYPLA1 inh,2,-1,-2,0,4,3

31. COc1ccc(C(=O)NCCC2=CCCCC2)cc1OC1CCN(C(C)C)CC1
32. OCCC1CN(Cc2ccsc2)CCN1C1CCCC1 (stereo unspecified)
33. COc1ccccc1NC(=O)c1ccc2c(c1)nnn2C
34. CN(C)/C=C/C(=O)c1ccc(S(=O)c2ccccc2)cc1 (stereo unspecified)
35. S=C(Nc1ccc(Cl)cc1)c1nc2ccccc2s1
36. CC(=O)c1nc(N2C(=O)CC(Cc3ccc(C)cc3)C2=O)sc1C (stereo unspecified)
compound no.,31,32,33,34,35,36
LYPLA2 counter,2,1,0,-4,4,2
GSTO1 inh,-7,3,9,5,-16,-5
PME-1 primary,-2,-3,-1,-3,2,-6
PAFAH1B3 FP inh,8,1,-4,3,6,1
PREPL inh,14,-3,13,1,20,-16
PAFAH1B2 inh,-6,2,2,5,1,6
PAD4 inh,-4,-1,3,-6,-5,-6
pPAFAH FP inh,2,2,3,5,4,-9
LYPLA1 inh,-1,1,-3,-3,1,0

37. O=C(CCCc1nc2ccccc2s1)NC(c1ccccc1)c1ccccc1
38. Cc1ccn2c(-c3n[nH]c(=S)n3C)c(C)nc2c1
39. CC(C)C1C(C#N)=C(N)Oc2n[nH]c(-c3cccs3)c21 (stereo unspecified)
40. Cc1ccc(S(=O)(=O)N2CCN(c3ccccc3)CC2)cc1C(N)=O
41. Cn1cc(/C=C2\SC(=S)N(N3CCOCC3)C2=O)c2ccccc21
42. CCOc1cc(/C=C2\COc3ccccc3C2=O)cc(Br)c1OCC(=O)N(C)C
compound no.,37,38,39,40,41,42
LYPLA2 counter,-3,-3,-1,1,-4,-5
GSTO1 inh,-3,3,8,2,-1,-1
PME-1 primary,5,-5,-1,1,-7,-5
PAFAH1B3 FP inh,-9,-4,8,2,-1,8
PREPL inh,32,7,-4,-23,8,5
PAFAH1B2 inh,3,4,13,4,0,2
PAD4 inh,-1,1,-4,-2,1,2
pPAFAH FP inh,3,1,-1,2,-13,-4
LYPLA1 inh,2,0,-9,-3,-3,-2

43. Cc1cccc(-c2nc3ccccc3c(=O)n2NC(=O)c2cccs2)c1
44. NS(=O)(=O)c1ccccc1NC(=O)c1c(O)c2ccccc2[nH]c1=O
45. Cc1nc(NC(=O)C23CCC(C)(C(=O)O2)C3(C)C)sc1C (stereo unspecified)
46. COc1ccc(N(CC(=O)NCCSCc2ccccc2C)S(=O)(=O)c2ccccc2)cc1
47. O=C(c1ccc(C(F)(F)F)cc1)C1CCCN(C(=O)CN2CCCC2=O)C1 (stereo unspecified)
48. COc1cc(OC)c(C(=O)N2CCN(c3ccccn3)CC2)cc1OC
compound no.,43,44,45,46,47,48
LYPLA2 counter,7,1,3,5,1,0
GSTO1 inh,4,2,4,-1,-1,1
PME-1 primary,0,-10,-3,2,-1,-1
PAFAH1B3 FP inh,-5,-6,-6,9,6,15
PREPL inh,19,4,8,-2,-1,1
PAFAH1B2 inh,3,3,2,1,2,-1
PAD4 inh,0,8,0,1,-6,-1
pPAFAH FP inh,0,-4,6,4,1,1
LYPLA1 inh,5,-5,4,-2,-2,3

49. Cc1ccc(C(C)C)c(OCC(O)CN2CC(C)OC(C)C2)c1 (stereo unspecified)
50. Nc1nc2nccc(-c3ccccn3)n2n1
51. COc1ccc(C(C)(C)C)cc1NC(=O)CCN1C(=O)C2CCCCC2C1=O (stereo unspecified)
52. CC(=O)Nc1ccc(N=Cc2c(O)c(C(=O)Nc3ccccc3)cc3ccccc23)cc1
compound no.,49,50,51,52
LYPLA2 counter,6,4,-3,0
GSTO1 inh,-3,-2,/,-8
PME-1 primary,-2,0,5,3
PAFAH1B3 FP inh,-2,12,1,/
PREPL inh,0,-1,1,5
PAFAH1B2 inh,1,5,2,/
PAD4 inh,6,-1,-3,-4
pPAFAH FP inh,5,3,5,11
LYPLA1 inh,4,5,1,0

Pulled by structure from the list above:
29. CC(=O)NC(Cc1ccccc1C)C(=O)NC1CCN(c2nnnn2-c2ccccc2)CC1 (stereo unspecified)
10. CC(/C=C/C=C/c1ccccc1)=N/NC(=O)C(O)c1ccccc1 (stereo unspecified)
39. CC(C)C1C(C#N)=C(N)Oc2n[nH]c(-c3cccs3)c21 (stereo unspecified)
compound no.,29,10,39
LYPLA2 counter,6,-5,-1
GSTO1 inh,-1,-1,8
PME-1 primary,-1,2,-1
PAFAH1B3 FP inh,4,12,8
PREPL inh,-4,-18,-4
PAFAH1B2 inh,5,5,13
PAD4 inh,-3,0,-4
pPAFAH FP inh,-2,1,-1
LYPLA1 inh,4,-1,-9
